From PubChem BioAssay
S1P2 antag – blocks the human S1P2 receptor. inhibition, % at 5 µM. 0.21% of 97,000 active. cell-based S1P2 antagonist assay, inhibition at 5 uM; in the data active means inhibition above about 45%;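 further: CRE beta-lactamase reporter cells expressing human S1P2 stimulated with S1P; 0% = agonist at EC80 alone and 100% = agonist plus reference antagonist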
Target sequence (O95136 whole entry, looked up): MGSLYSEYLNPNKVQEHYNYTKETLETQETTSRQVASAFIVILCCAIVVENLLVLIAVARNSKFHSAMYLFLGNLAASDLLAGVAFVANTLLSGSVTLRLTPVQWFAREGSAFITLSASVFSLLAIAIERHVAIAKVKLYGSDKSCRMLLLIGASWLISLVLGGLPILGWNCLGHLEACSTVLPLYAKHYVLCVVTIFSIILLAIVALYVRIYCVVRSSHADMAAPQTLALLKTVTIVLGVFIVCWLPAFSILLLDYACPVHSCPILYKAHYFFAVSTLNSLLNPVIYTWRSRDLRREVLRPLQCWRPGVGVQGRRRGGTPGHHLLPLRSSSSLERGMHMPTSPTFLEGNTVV
PostGolgi yeast – growth inhibition of a yeast mutant, post-Golgi transport screen; 0.9% of 98,000 active; AID 739; inhibition, % at 10 µM; post-Golgi transport phenotypic cell assay;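 further: yeast cells grown in 1536-well plates; yeast grown about 18 h at 30C before absorbance read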
PostGolgi ctrl – yeast control strain growth, post-Golgi counter-screen; inhibition, % at 10 µM; 5% of 98,000 active; efflux-deficient yeast background strain, growth absorbance A615, 16 h; AID 738
S1P2 agonist – activates the human S1P2 receptor | 0.46% of 97,000 active | S1P2-expressing cell line, agonist reporter read-out | activation, % at 4.5 µM; in the data active means activation above about 16%;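 further: 0% = vehicle low control and 100% = maximal reference agonist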
sEH inhibitor – inhibitors of human soluble epoxide hydrolase | P34913 | recombinant human sEH enzymatic activity assay | inhibition, % at 2 µM | 0.34% of 91,000 active | AID 707; in the data active means inhibition above about 80%; further: values of inactives mirror those of a sister screen read the other way; many of its hits are not listed in these tables
sEH act – soluble epoxide hydrolase (human) activation; activation, % at 2 µM; purified human sEH enzymatic activity, activator screen; 0.04% of 91,000 active; P34913; AID 717; in the data active means activation above about 37%; further: values of inactives mirror those of a sister screen read the other way
DAT uptake mod – human DAT dopamine uptake with cocaine, either direction; Q01959; LLC-PK1 hDAT cells, [14C]-dopamine uptake with cocaine IC80; actives deviate in either direction; B-score at 10 µM; 1.3% of 110,000 active; AID 449768;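 active means Z score or B-score, a plate-position-corrected score, falls beyond the plate's 99.7% confidence bounds, in either direction; inactive means both scores lie inside the 99.7% bounds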;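 further: scored against the spread of the other compound wells on the same plate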
Target sequence (Q01959 whole entry, looked up): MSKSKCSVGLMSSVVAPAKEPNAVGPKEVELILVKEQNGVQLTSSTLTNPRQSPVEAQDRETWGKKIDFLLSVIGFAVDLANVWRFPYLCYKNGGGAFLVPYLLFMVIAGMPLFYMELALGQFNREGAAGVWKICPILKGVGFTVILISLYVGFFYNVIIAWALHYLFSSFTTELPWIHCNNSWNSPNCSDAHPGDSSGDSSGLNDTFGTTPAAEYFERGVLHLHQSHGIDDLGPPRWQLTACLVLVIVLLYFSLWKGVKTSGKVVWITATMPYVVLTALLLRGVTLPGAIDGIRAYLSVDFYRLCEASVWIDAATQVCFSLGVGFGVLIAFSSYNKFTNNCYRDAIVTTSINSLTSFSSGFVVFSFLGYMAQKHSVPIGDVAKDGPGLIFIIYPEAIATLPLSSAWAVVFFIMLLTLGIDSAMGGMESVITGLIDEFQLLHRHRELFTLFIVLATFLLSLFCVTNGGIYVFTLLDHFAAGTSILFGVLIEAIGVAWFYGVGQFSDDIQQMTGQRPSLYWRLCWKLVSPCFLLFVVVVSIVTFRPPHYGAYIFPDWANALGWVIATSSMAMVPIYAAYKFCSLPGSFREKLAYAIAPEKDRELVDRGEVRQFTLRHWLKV
CYP2C19 inh – inhibitors of human CYP2C19. CYP2C19 Supersomes, luciferin-H EGE luminescence, 30 min. inhibition, % at 5 µM. 21% of 96,000 active. AID 778;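 active means CYP2C19 inhibition above a set limit at 5 µM in the primary screen, cut at about 50% in these data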;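 further: plate controls were negative control wells for no effect and 2.5 mM tranylcypromine positive control for full effect; values of inactives mirror those of a sister screen read the other way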
CYP2C19 act – activators of human cytochrome P450 2C19; 96,000 tested, under 10 active; recombinant CYP2C19, luciferin-H EGE luminescence; stronger effect = higher value; 0 = fully inhibited enzyme, 1 = untreated enzyme; AID 1025; activation factor at 5 µM;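 active means activation factor of at least 2 at 5 µM in the primary screen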;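 further: 0 = wells with 2.5 mM tranylcypromine and 1 = vehicle-only wells; values of inactives mirror those of a sister screen read the other way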
The depositor's hits bear a star; . = no result given. Unless noted, no stated cut-off is given here; in the data, active means inhibition above about 30%; inactive means the rest.

No.	smiles	S1P2 antag	PostGolgi yeast	PostGolgi ctrl	S1P2 agonist	sEH inhibitor	sEH act	DAT uptake mod	CYP2C19 inh	CYP2C19 act
1	Cn1c2c(c(=O)n(C)c1=O)C1c3cc(Cl)ccc3OCC1CO2 (centres undefined)	1	2	10	-11	-4	6	0.28	69*	0.3
2	Cn1c(=O)n(Cc2ccc(F)cc2)c(=O)c2c1nc1n2CCCN1Cc1ccccc1	14	2	45*	-6	-6	7	0.59	96*	0
3	Cc1ccc(C(C(=O)NC2CCCC2)N(C(=O)c2csnn2)C2CCCC2)o1 (centres undefined)	12	8	12	-5	.	.	-0.69	64*	0.4
4	Cc1ccc(NC(=O)CSc2nc3ccccc3c(=O)n2CCCN2CCCCC2)cc1C	10	-3	-2	-4	6	-7	2.4	48	0.5
5	Cc1ccccc1N1CCN(Cc2c(C#N)c3ccccc3n2C)CC1	-11	2	14	0	-7	8	0.062	67*	0.3
6	CCn1c(CC(C)C)n[nH]c1=S	2	1	-3	-7	-3	5	-1.5	-2	1
7	CCOC(=O)C1CCN(Cc2ccc(Cl)c(Cl)c2)CC1	17	7	7	-1	4	-3	0.11	36	0.6
8	CCCC(C)C(=O)Nc1nc(C)c(-c2csc(Nc3cc(Cl)ccc3C)n2)s1 (centres undefined)	-16	6	1	-6	23	-22	0.31	10	0.9
9	COc1ccc(N(Cc2cc3ccc(C)cc3[nH]c2=O)C(=O)c2ccco2)cc1	4	-3	2	-10	6	-4	-0.019	-25	1.2
10	COc1cc(C2=NOC(C(=O)N3CCOCC3)C2)cc(OC)c1OC (centres undefined)	-10	6	8	-4	13	-11	-0.45	-11	1.1
11	CCC(=O)c1ccc(OCC(O)CN(C)C2CCCCC2)cc1 (centres undefined)	3	-22	8	-4	1	1	-0.25	8	0.9
12	COc1cccc(=O)c2c(C)n(-c3cc(C)cc(C)c3)c(C)c12	16	20	47*	-4	-8	8	0.16	82*	0.2
13	CCOC(=O)c1sc(NC(=O)c2c(C)nn(Cc3ccccc3)c2C)cc1C	15	2	5	-5	10	-11	2	27	0.7
14	S=C(NN=C(C1CC1)C1CC1)Nc1ccccc1	1	.	.	-7	4	-2	0.0064	.	.
15	COC(=O)c1ccccc1NC(=O)C1CC(=O)N(c2ccc(C)cc2)C1 (centres undefined)	-5	23	7	-4	-10	7	0.86	29	0.7
16	CCCOc1ccc(NCC(=O)Nc2ccc(C)cc2C)cc1	-1	.	.	-3	14	-12	0.31	.	.
17	CCCS(=O)(=O)N1CCN(S(=O)(=O)c2ccc(F)cc2)CC1	-7	2	0	-3	-9	8	-0.87	.	.
18	Cc1ccc(-c2ccc(/C=C(\C#N)C(=O)Nc3cc(C)nn3-c3ccccc3)o2)cc1	-12	1	8	-5	-16	13	0.04	10	0.9
19	CCCn1c(SCC(=O)Nc2nnc(C(C)C)s2)nc2c1c(=O)n(C)c(=O)n2C	-1	-5	-3	-5	0	2	2	-4	1
20	Cc1cc(C)n(C(=O)c2cc3ccccc3c(=O)o2)n1	16	7	-1	-3	-5	6	0.24	-4	1
21	O=C(/C=C/c1ccccc1)N/C(=C/c1ccccc1)C(=O)Nc1ccccc1O	12	-5	18	-4	3	-1	-0.82	17	0.8
22	Cc1cccc(NC(=O)CC2SC(=NC3CCCCC3)NC2=O)c1 (centres undefined)	.	11	0	.	.	.	1.8	27	0.7
23	Cc1occc1-c1nnc(SCC(=O)c2ccc(F)cc2)o1	-2	-1	3	-9	7	-7	-0.55	84*	0.2
24	Cc1cc(C(=O)NCCN2CCN(c3cccc(Cl)c3)CC2)n(-c2ccccc2)n1	.	-2	-4	.	.	.	-0.19	10	0.9
25	Cc1ccc(-n2c(-c3ccco3)nc3nc4ccccc4nc32)cc1F	8	-8	5	-3	0	3	.	-7	1.1

Whole records, quoted from the list:
Entry for `Cn1c(=O)n(Cc2ccc(F)cc2)c(=O)c2c1nc1n2CCCN1Cc1ccccc1` : S1P2 antag: 14; PostGolgi yeast: 2; PostGolgi ctrl: 45*; S1P2 agonist: -6; sEH inhibitor: -6; sEH act: 7; DAT uptake mod: 0.59; CYP2C19 inh: 96*; CYP2C19 act: 0
Entry for `O=C(/C=C/c1ccccc1)N/C(=C/c1ccccc1)C(=O)Nc1ccccc1O` : S1P2 antag: 12; PostGolgi yeast: -5; PostGolgi ctrl: 18; S1P2 agonist: -4; sEH inhibitor: 3; sEH act: -1; DAT uptake mod: -0.82; CYP2C19 inh: 17; CYP2C19 act: 0.8

Next records follow.
No.	smiles	S1P2 antag	PostGolgi yeast	PostGolgi ctrl	S1P2 agonist	sEH inhibitor	sEH act	DAT uptake mod	CYP2C19 inh	CYP2C19 act
26	O=C(O)c1ccc(NS(=O)(=O)c2cccc3cccnc23)cc1	4	7	25	0	-8	9	0.48	-22	1.2
27	Cc1nc2ccc(S(=O)(=O)NCC(=O)N3CCC(N4CCCCC4)CC3)cc2s1	7	20	-1	-2	.	.	-0.15	-12	1.1
28	COc1ncnc2c1N=C1CC(C)(C)CC(N)=C1S2	7	5	0	-4	.	.	.	4	1
29	COC(=O)COc1ccc(-c2nn(C)c(=O)c3ccccc23)cc1	-1	8	-7	0	-13	11	0.065	43	0.6
30	COc1ccc(CN(C(=O)c2cccs2)c2nccs2)cc1OC	-17	12	26	-2	12	-7	0.19	100*	0
31	CC(C)OCCCNC(=O)CCc1nc(-c2ccccc2)no1	.	-4	6	.	.	.	0.68	21	0.8
32	COc1cccc(CNC(=O)C2CCC(CNS(=O)(=O)c3cccc4nsnc34)CC2)c1 (centres undefined)	14	0	15	-7	80*	-80	0.0037	16	0.8
33	O=C(C1CCCCC1)N1CCC(n2nnc3ccccc32)CC1	4	12	4	3	-3	6	1.5	.	.
34	Cc1cc(NC(=O)COC(=O)C2CCN(S(=O)(=O)c3c(Cl)cccc3Cl)CC2)no1	-2	-2	0	-4	7	-7	1.6	42	0.6
35	O=C(Nc1ccccc1N1CCN(C(=O)c2ccc(Cl)cc2)CC1)c1ccc(Br)cc1	10	6	20	-4	-3	0	-0.082	66*	0.3
36	COC(=O)[C@H](C)NC(=O)NC(C)CCc1ccccc1 (some centres undefined)	0	6	36*	0	6	-6	-0.56	39	0.6
37	Cc1nc2sc3c(c2c(=O)o1)CC(C)(C)OC3	-8	-2	5	-4	-13	17	1	21	0.8
38	Cn1c(=O)c2c(nc(N3CCOCC3)n2CCSc2ncccn2)n(C)c1=O	1	-7	13	-1	7	-4	-0.34	34	0.7
39	Cc1[nH]nc2c1C1(C(=O)Nc3ccc([N+](=O)[O-])cc31)C(C#N)=C(N)O2 (centres undefined)	10	7	15	-3	-10	9	-0.4	-26	1.3
40	CCCCOC(=O)c1ccc(NC(=O)c2ccoc2C)cc1	10	-6	6	-4	11	-11	-0.67	39	0.6
41	CCCNC(=O)CCC(NS(=O)(=O)c1ccc(C)cc1)C(=O)NCCC (centres undefined)	0	-9	-1	-6	-2	4	0.57	6	0.9
42	CCN1CCN(C(=O)CN2C(=O)c3cccc4cccc2c34)CC1	6	.	.	-3	4	-4	0.6	.	.
43	Cc1ccccc1C(=O)NNC(=O)C(=O)Nc1cccc(Cl)c1C	-20	1	1	-2	10	-6	-0.42	18	0.8
44	CCc1cc(C)cc(OCCNC(=O)c2ncn[nH]2)c1	-7	2	-1	-7	-5	10	-0.29	49	0.5
45	O=C(Nc1ccc2c(c1)OCCO2)C1CCN(S(=O)(=O)c2ccc3c(c2)OCCO3)CC1	-11	-10	3	-3	44	-45	0.012	16	0.8
46	Cc1ccc(Nc2nc(CSc3nnc(-c4cccs4)o3)cs2)cc1	-12	2	9	-8	-11	13	0.5	4	1
47	CCN(CC)CCCn1c(=S)[nH]c2cc(Cl)ccc2c1=O	16	3	8	-5	6	-3	0.67	-8	1.1
48	COC(=O)c1cc(NC2c3ccccc3C(=O)N2Cc2ccco2)cc(C(=O)OC)c1 (centres undefined)	17	0	1	-1	.	.	-0.17	77*	0.2
49	Fc1ccccc1CSc1nnc(-c2ccccc2)o1	-17	-5	11	-4	-7	7	-0.15	87*	0.1
50	Cc1ccc(Nc2nc(N)nc(CSc3nnnn3-c3ccccc3)n2)cc1	-23	12	15	-1	1	2	-0.17	-6	1.1
51	CCc1ccc(N(C(=O)Cc2cccs2)C(C(=O)NC2CCCCC2)c2cn(C)nc2C)cc1 (centres undefined)	4	0	9	-8	22	-20	0.051	73*	0.3
52	Fc1ccc(C(c2nnnn2Cc2cccs2)N2CCN(c3ccccc3)CC2)cc1 (centres undefined)	-11	.	.	-4	-1	1	2.2*	.	.
53	O=C1CCC(C(=O)N(Cc2ccco2)C2(C(=O)NC3CCCC3)CCCCC2)N1 (centres undefined)	-20	-4	5	3	-6	4	-0.63	-17	1.2
54	CCC(C)[C@H](NC(=O)NCc1ccc(Cl)cc1)C(=O)OC (some centres undefined)	26	-7	8	-7	29	-31	0.019	52*	0.5
55	COc1cccc(C(=O)Nc2cccc(-c3nc4ncccc4o3)c2C)c1	-37	0	5	-6	7	-7	0.15	18	0.8
56	CCOCCCNC(=O)c1ccc(CS(=O)(=O)Cc2ccccc2F)o1	4	-1	18	-6	-12	10	-0.24	12	0.9
57	Cc1cc2nc(CCN(Cc3cccnc3)C(=S)Nc3ccccc3)[nH]c2cc1C	18	-2	8	-4	-1	2	-0.27	6	0.9
58	COc1nc(C)nc2c1sc1nc3c(cc12)COC(C)(C)C3	0	-8	3	-2	-7	6	0.27	0	1
59	CC1(O)c2ccccc2C(=O)N1CCc1ccccc1F (centres undefined)	16	-6	9	-4	.	.	0.017	96*	0
60	CC1CCCCN1C(=O)CSc1nnc(Cc2ccccc2)n1C (centres undefined)	-9	.	.	-1	14	-12	-0.49	.	.
61	O=C(NCc1ccccc1)c1ccc(CN2CCOCC2)cc1	.	5	23	.	.	.	0.4	6	0.9
62	O=C(O)CONC(=O)c1cc(OCC(F)(F)F)ccc1OCC(F)(F)F	14	3	-5	-3	0	1	-0.41	-1	1
63	O=C(Nc1cc(S(=O)(=O)N2CCOCC2)ccc1O)c1ccco1	-5	-25	18	-4	-4	7	0.66	36	0.6
64	CN(C)C(/C=C/Nc1ccc(F)cc1)=C(C#N)C#N	6	-1	12	-5	.	.	0.93	59*	0.4
65	O=C(O)Cn1c(C(F)(F)F)nc2ccccc21	-23	1	3	-2	-1	6	-1	-4	1
66	Cc1ccc(S(=O)(=O)NC(=NCC(=O)O)c2ccccc2)cc1	5	5	6	-4	-6	7	-1.3	-6	1.1
